# Runt-SMMHC FRET = inhibitors of RUNX1 Runt–CBFb-SMMHC binding, primary screen, biochemical, FRET, Cerulean-Runt, Venus-CBFb-SMMHC, uHTS | Cerulean-Runt/Venus-CBFb-SMMHC FRET ratio 530/480, 1 h | inhibition, % at 20 µM | Runt-related transcription factor 1 (Homo sapiens) + Core-binding factor subunit beta … | 0.74% of 220,000 active;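 active = mean inhibition across duplicate retests at 20 µM reaching about 50%, limit read from the data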;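 note: 0% = DMSO wells and 100% = wells with excess untagged CBFb-SMMHC; inhibitors lower the FRET ratio by blocking Runt binding to CBFb-SMMHC; some results filed as inactive read as strong as hits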
# RBBP9 inhibitor = human RBBP9 inhibitors, primary screen, biochemical, fluorescence polarization, FP-Rh probe, HTS; Serine hydrolase RBBP9 (Homo sapiens), O75884; recombinant RBBP9; inhibition, % at 7.94 µM; 0.2% of 220,000 active;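 active = inhibition above the campaign mean of all tested compounds plus 3 SD, cut at about 14% in these data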;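 note: plate controls were DMSO wells with RBBP9 for no effect and wells lacking RBBP9 protein for full effect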
# Target sequence (O75884 whole entry, looked up): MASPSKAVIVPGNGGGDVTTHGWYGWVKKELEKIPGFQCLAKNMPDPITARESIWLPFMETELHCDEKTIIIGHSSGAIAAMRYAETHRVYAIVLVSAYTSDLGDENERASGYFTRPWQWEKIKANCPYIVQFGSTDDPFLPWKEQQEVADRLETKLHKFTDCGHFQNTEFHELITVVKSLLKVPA
#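 Controls: DMSO-treated enzyme wells and wells lacking RBBP9 | Material: RBBP9 protein | Technique: Fluorescence polarization | Replication: Single well per compound, no replicates | Buffer or medium: Tris-NaCl-Pluronic buffer, pH 8.0 | Timing: 30 min compound preincubation, 45 min probe labeling, 25 °C | Read-out basis: Percent inhibition from mP, scaled between DMSO and no-protein wells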
# NPY-Y2 PAM-ag = NPY-Y2 potentiators or agonists, primary screen, cell-based; Neuropeptide Y receptor type 2 (Homo sapiens), P49146; cells expressing NPY-Y2, potentiator/agonist read-out; activation, % at 3.6 µM; 0.45% of 220,000 active; AID 1359, 2008; in the data active = activation above about 27%;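 note: cells stimulated with NPY near EC25 plus isoproterenol at EC100; 0% = vehicle plus submaximal agonist and 100% = vehicle plus saturating agonist; some results beyond the cut were filed as inactive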
# NPY1 pot ag = NPY-Y1 receptor potentiators or agonists, primary screen, cell-based. Neuropeptide Y receptor type 1 (Homo sapiens), P25929. NPY-Y1 expressing cells, potentiator/agonist activation. activation, % at 3.6 µM. 0.37% of 220,000 active; in the data active = activation above about 33%, passing the limit was not always enough;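 note: cells stimulated with NPY at EC10 then isoproterenol at EC100; 0% = low agonist plus stimulus and 100% = saturating agonist plus stimulus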
# Hck-Nef inh = inhibitors of Nef-activated human Hck kinase, primary screen, biochemical, Z-Lyte FRET, 384-well, Hck-YEEI; Tyrosine-protein kinase HCK (Homo sapiens), P08631; inhibition, % at 20 µM; Recombinant Hck-YEEI plus Nef, Z-Lyte FRET kinase assay; 0.68% of 220,000 active;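 active = Hck-Nef kinase inhibition above about 50%, limit read from the data; inactive = inhibition below that limit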;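 note: 0% = DMSO with Hck plus Nef and 100% = Hck alone without Nef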
# p97 inhibitor = inhibitors of human p97 ATPase, primary screen, biochemical; Transitional endoplasmic reticulum ATPase (Homo sapiens), P55072; recombinant p97 ATPase, Kinase-Glo ATP luminescence, 3 h; inhibition, % at 8 µM; 0.42% of 220,000 active; in the data active = inhibition above about 15%;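 note: 0% = DMSO vehicle and 100% = wells lacking enzyme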
# Target sequence (P55072 whole entry, looked up): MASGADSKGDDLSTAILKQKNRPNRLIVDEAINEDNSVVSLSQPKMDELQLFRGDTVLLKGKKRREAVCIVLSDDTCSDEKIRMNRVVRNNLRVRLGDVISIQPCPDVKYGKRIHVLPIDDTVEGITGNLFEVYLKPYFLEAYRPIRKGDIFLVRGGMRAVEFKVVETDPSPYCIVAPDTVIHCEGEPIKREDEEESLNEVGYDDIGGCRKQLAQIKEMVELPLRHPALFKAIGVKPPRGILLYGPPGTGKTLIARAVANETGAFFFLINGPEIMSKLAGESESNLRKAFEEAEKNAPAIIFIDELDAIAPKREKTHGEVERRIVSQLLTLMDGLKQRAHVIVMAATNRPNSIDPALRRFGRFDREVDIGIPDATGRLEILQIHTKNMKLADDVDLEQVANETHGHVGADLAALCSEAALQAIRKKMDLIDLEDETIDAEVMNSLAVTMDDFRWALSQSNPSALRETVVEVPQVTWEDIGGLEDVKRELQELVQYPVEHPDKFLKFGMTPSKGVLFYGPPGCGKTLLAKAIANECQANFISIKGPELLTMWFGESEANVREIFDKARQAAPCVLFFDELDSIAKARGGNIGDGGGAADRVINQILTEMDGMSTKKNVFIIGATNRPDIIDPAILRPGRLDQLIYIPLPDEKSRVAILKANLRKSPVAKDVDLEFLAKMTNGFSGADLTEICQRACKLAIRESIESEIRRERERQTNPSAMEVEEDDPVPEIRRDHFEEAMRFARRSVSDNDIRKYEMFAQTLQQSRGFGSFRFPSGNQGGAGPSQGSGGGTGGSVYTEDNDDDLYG
# NPY Y1 blocker = NPY-Y1 receptor antagonists, primary screen, cell-based | Neuropeptide Y receptor type 1 (Homo sapiens), P25929 | HEK293-CNG Y1 cells, membrane potential fluorescence; NPY at EC95, then isoproterenol | inhibition, % at 3.6 µM | 1% of 200,000 active;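 active = inhibition above the campaign mean inhibition of all tested compounds plus 3 SD, cut at about 20% in these data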;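 note: 0% = DMSO wells given NPY plus isoproterenol and 100% = isoproterenol alone without NPY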
#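 Material: HEK293 cells with Y1 receptor plus CNG channel; times: compound incubation 1 h at room temperature, readout 45 min post-stimulation; signal: fluorescence, membrane potential probe; read-out basis: fluorescence ratio normalized to % inhibition between controls; benchmarks: full-block control isoproterenol-only wells, zero-block control NPY plus isoproterenol wells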
# MDM2 E3 inh = MDM2-luciferase reporter signal enhancers, primary screen, MDM2 E3 ligase inhibitor project, cell-based, luminescence, 1536-well; E3 ubiquitin-protein ligase Mdm2 (Homo sapiens), Q00987; cell-based MDM2 ubiquitination luciferase reporter, 2 h; 0 = plate control, 100 = twice control, blank-subtracted; signal enhancement, % at 5 µM; 0.11% of 210,000 active;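 active = signal enhancement of 30% or more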;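 note: luminescence tracks abundance of the self-degrading MDM2-luciferase fusion protein; higher signal means inhibition of MDM2 E3 ligase activity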
#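 test system = mammalian cells stably expressing self-ubiquitinating, self-degrading MDM2 E3–luciferase fusion | quantity = 2000 cells/well | incubation = cell settling 4 h, compound treatment 2 h, both 37 °C | signal = luminescence with SteadyLite reagent, 15 min at room temperature | evaluation = % enhancement relative to plate controls after blank subtraction | benchmarks = plate controls and plate blanks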
# Runt-CBFb FRET = inhibitors of RUNX1 Runt–CBFb binding, primary screen, biochemical, FRET, Cerulean-Runt, Venus-CBFb, uHTS | Cerulean-Runt/Venus-CBFb FRET ratio 530/480, 1 h | 0.46% of 220,000 active | inhibition, % at 20 µM;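 active = inhibition over about 50% at 20 µM in the single-dose screen, limit read from the data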;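 note: 0% = DMSO wells and 100% = excess unlabeled CBFb competitor control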
#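 Assay system: Cerulean-Runt domain fusion protein, energy donor; Signal: fluorescence energy transfer, 422 nm excitation, 530/480 nm emission; Timing: 1 h compound exposure, room temperature; Control set: unlabeled CBFb; Medium: Tris buffer pH 7.5 with salts and BSA; Compound: single test concentration of 20 µM, 1% DMSO final; Probe or stimulus: Venus-CBFb 100 nM.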
# Active calls of the source: *; nt = not tested or not shown. Rows were taken by chance (roughly 3.5% active in at least one column).
SMILES,Runt-SMMHC FRET,RBBP9 inhibitor,NPY-Y2 PAM-ag,NPY1 pot ag,Hck-Nef inh,p97 inhibitor,NPY Y1 blocker,MDM2 E3 inh,Runt-CBFb FRET
CCn1cc(C(=O)OCC(=O)Nc2cccc(Cl)c2Cl)c(=O)c2ccc(C)nc21,-3,-6,6,8,23,3,-2,2,-6
CCOc1ccccc1CNC(=O)c1nn(CC)cc1[N+](=O)[O-],0,-7,2,-8,2,-6,1,8,-1
O=C(CCC1COc2ccccc2O1)NCc1ccco1 (centres undefined),1,-5,-9,-22,7,-2,7,2,0
Fc1cccc(NC(=S)Nc2ccc(Br)cc2)c1,3,0,0,5,0,4,-9,-12,0
NC(=O)c1ccc(OCC(F)(F)C(F)(F)C(F)(F)C(F)(F)C(F)(F)C(F)F)cc1,0,-6,-10,17,-1,2,-6,3,-7
CCC(C)(C)NC(=O)C(c1ccccn1)N(C(=O)c1csnn1)C1CCCCC1 (centres undefined),0,-8,-2,15,15,-10,-4,-12,2
CN(C)CCNC(=O)Nc1ccc(Cl)c(Cl)c1,2,8,5,18,1,3,-1,-11,0
COc1ccc(-c2nn(-c3ccccc3)cc2/C=C(\CC(=O)O)c2nc3ccccc3s2)cc1OC,7,-3,-12,8,8,-1,9,-3,-1
Cc1cc(NC(=O)c2ccc(S(=O)(=O)N3CCc4ccccc43)cc2)no1,-5,-13,4,10,52*,4,4,-10,-7
COc1ccc(NC(=O)CSc2nc3cccnc3n2C)cc1,2,4,-13,17,1,3,2,0,4
CC(=O)CC(C)(C)S(=O)(=O)c1ccc(NC(C)=O)cc1,3,-8,17,6,5,4,-1,nt,-2
O=C(NCCN1CCOCC1)c1ccc2c(c1)N(Cc1ccccc1)CCS2,4,1,-3,-8,1,3,7,-14,2
COc1ccc(CCN(C(=O)C(F)(F)F)C(C(=O)NC2CCCC2)c2cccs2)cc1OC (centres undefined),-2,2,-7,-6,1,-3,-4,-24,2
O=C(O)CCC(=O)Nc1ccccc1C(=O)NCc1ccccc1,7,-8,-8,-4,1,0,-3,16,-3
COc1cccc(NC(=O)COc2ccc(S(=O)(=O)NC(C)C)cc2)c1,-4,-7,-25,-19,-6,-7,-1,-8,-1
COc1ccc(-c2nn(CCC(=O)O)cc2CCC(=O)O)cc1,2,0,10,-8,1,-2,-4,2,0
COc1ccc(CCNC(=O)CSC(=O)c2ccccc2)cc1OC,0,-11,-1,-4,18,-3,0,2,-132
Cc1cc(/C=C2\SC(=S)NC2=O)c(C)n1-c1ccc(O)cc1,-38,-8,-24,6,30,56*,nt,-45,-10
O=C(CN1CCN(c2ccc(O)cc2)CC1)Nc1cc(S(=O)(=O)N2CCOCC2)ccc1Cl,23,0,0,-5,13,6,-2,8,11
c1ccc2c(c1)OCC(c1csc3ncnc(N4CCCC4)c13)O2 (centres undefined),1,-3,2,-13,0,-9,6,-13,1
CCC1=NN2C(=N)/C(=C\c3cccn3-c3ccc(Br)cc3)C(=O)N=C2S1,-4,-3,-2,-6,21,-3,13,3,nt
CC1(C)SC(=S)N(/N=C/c2cccnc2)C1N(O)C(=O)NC1CCCCC1 (centres undefined),2,-2,-11,-10,24,0,nt,-6,0
COc1ccc(/C=C2/CCc3ccccc3C2=O)cc1CN1CCOCC1,2,2,-1,-20,4,-1,-3,-10,-5
C=CCn1c(C(CCCC)CC(C)O)n[nH]c1=S (centres undefined),4,-7,3,-15,0,-6,2,-7,3
Cc1ccc(NC(=O)CO/N=C(\N)c2nonc2N)cc1,1,1,-1,7,1,3,-5,-14,1
CC1CC1C(=O)OCC(=O)NCc1ccc(Cl)cc1Cl (centres undefined),-2,0,-8,12,6,3,5,-14,0
Cc1ccc(NC(=O)COC(=O)C2CC2)c(Br)c1,-1,0,-1,5,0,0,6,-7,0
COc1ccc(C)cc1S(=O)(=O)NCCC1=CCCCC1,2,-7,5,-6,-1,-8,1,-12,-1
Cc1ccc(S(=O)(=O)Nc2nc3ccccc3nc2NCC2CCCO2)c(C)c1 (centres undefined),-1,-9,4,5,15,-4,nt,-13,-1
COc1cc(/C=N/NC(=O)c2ccc(Cn3cc([N+](=O)[O-])cn3)o2)cc(Br)c1O,-1,0,-12,-7,18,6,4,2,-1
CC(C(=O)NCC1CCCCC1)N1CCN(S(=O)(=O)/C=C/c2ccccc2)CC1 (centres undefined),6,-10,7,-15,-1,-6,8,-15,-6
O=C(Nc1ccc2[nH]c3c(c2c1)CCCC3)c1ccco1,-97,1,-13,-26,1,7,1,-2,-9
CC(=O)C1=C(O)C(=O)N(CCN2CCOCC2)C1c1ccccc1 (centres undefined),1,-3,7,-1,1,-3,-5,13,1
CCN(CC)CCn1c(=N)n(CC(O)c2ccco2)c2ccccc21 (centres undefined),1,-10,8,-6,5,4,4,-15,0
CCCCCn1c(=O)[nH]c2cc(C(=O)NCCCN(C)Cc3ccccc3)ccc2c1=O,-1,-7,-6,-1,18,-6,4,-6,3
Cc1cccc(C)c1N1CCN(C(=O)N2CCOCC2)CC1,-1,-3,3,5,19,2,1,-4,1
Cc1nn(C)c(Oc2cccc(Cl)c2)c1C(=O)Nc1ccc(F)cc1F,2,-7,-7,-17,2,0,14,-20,0
Fc1ccc(N2CCN(/C=C/c3nnnn3-c3ccccc3)CC2)cc1,2,-9,2,8,1,-2,-1,-3,-2
Cc1nnc(SCCn2c(N3CC(C)CC(C)C3)nc3c2c(=O)[nH]c(=O)n3C)s1 (centres undefined),1,-1,-10,10,1,2,-1,-8,0
CC(=O)N1CCN(c2ccc(NC(=O)c3ccc(N4CCCC4)c([N+](=O)[O-])c3)cc2Cl)CC1,-2,-1,-18,-9,0,-1,0,3,-2
C/C(N)=C(/C#N)C(=O)CSc1nc(C2CCCCC2)n(-c2ccccc2)n1,-4,0,-2,-6,-1,0,-1,-44,-15
O=C(Nc1ccc(F)cc1)Nc1ccc([N+](=O)[O-])cn1,-7,-5,-5,-9,20,1,-3,0,-2
COc1cccc(C(=O)Nc2cc(C)on2)c1OC,1,-1,12,16,24,3,-3,1,1
COC(=O)Cc1ccc(NC(=S)N2CCCC(CO)C2)cc1 (centres undefined),-2,11,-1,2,2,2,-4,-14,0
O=C(O)CC(NC(=O)OCc1ccccc1)c1ccccc1 (centres undefined),1,-7,-29,-23,1,-5,17,-7,-1
CCN(CC)c1ccc(-c2n[nH]c(=S)n2-c2ccccc2)cc1,5,-4,-4,-5,24,3,1,-6,15
CCOc1ccc(S(=O)(=O)Nc2cccc(C)c2)c2cccnc12,-2,-7,-6,4,21,-2,9,-11,-1
Cc1c(Cl)cccc1N1C(=O)c2ccccc2C1=O,-3,-5,15,4,0,-4,0,-13,0
Cc1cc(F)ccc1NCC(=O)Nc1ccc(Br)cc1C,0,-4,-2,-6,2,-3,-2,-16,1
C#Cc1ccc(C(=O)NCc2ccc(N3CCCC3=O)cc2)cc1,-4,-6,-4,-13,24,7,7,-20,-2
O=C(NCC(c1cccs1)N1CCOCC1)c1cccc([N+](=O)[O-])c1 (centres undefined),-3,-2,14,-6,2,4,1,0,2
COc1ccc(-c2nn(CC(=O)N(C)C)c(=O)c3ccccc23)cc1,-1,-8,-2,-8,6,2,-3,-1,0
CCN(CC(=O)NC(C)C)C(=O)C(CCSC)NC(=O)c1ccccc1OC (centres undefined),-1,-9,-14,-14,-22,-3,-2,-16,-2
CCCC(=O)Nc1ccc(Nc2ccccc2)cc1,-1,-6,-1,13,1,-3,4,-11,2
CSc1nnc(-c2ccncc2)n1/N=C/c1cn(-c2ccccc2)nc1-c1ccc(Cl)cc1,-8,-10,5,-91,29,2,nt,1,-2
CC1CCCN(CC(=O)Nc2ccc(S(=O)(=O)N3CCCCCC3)cc2)C1 (centres undefined),3,-4,12,2,0,2,-2,-21,0
CCCCNC(=O)CSc1nc2ccsc2c(=O)n1CCCC(=O)NCCc1ccc(S(N)(=O)=O)cc1,-2,5,8,-5,22,-2,-2,-9,-3
CCN(CC)C(=O)Oc1cc(=O)n(C)c2ccccc12,2,-9,0,21,6,5,0,1,-2
COc1ccc(-c2[nH]ncc2N=Nc2ccccc2)cc1,-1,-12,13,30,27,6,-3,-3,-3
COc1cc(/C=N/NC(=O)c2cccnc2)ccc1OC(=O)c1ccc([N+](=O)[O-])cc1,0,-2,-3,13,-70,1,1,-12,0

# Random excerpt: 5 records from the list.
SMILES,Runt-SMMHC FRET,RBBP9 inhibitor,NPY-Y2 PAM-ag,NPY1 pot ag,Hck-Nef inh,p97 inhibitor,NPY Y1 blocker,MDM2 E3 inh,Runt-CBFb FRET
CC1CCCN(CC(=O)Nc2ccc(S(=O)(=O)N3CCCCCC3)cc2)C1 (centres undefined),3,-4,12,2,0,2,-2,-21,0
COc1ccc(/C=C2/CCc3ccccc3C2=O)cc1CN1CCOCC1,2,2,-1,-20,4,-1,-3,-10,-5
O=C(Nc1ccc(F)cc1)Nc1ccc([N+](=O)[O-])cn1,-7,-5,-5,-9,20,1,-3,0,-2
CCC(C)(C)NC(=O)C(c1ccccn1)N(C(=O)c1csnn1)C1CCCCC1 (centres undefined),0,-8,-2,15,15,-10,-4,-12,2
O=C(NCC(c1cccs1)N1CCOCC1)c1cccc([N+](=O)[O-])c1 (centres undefined),-3,-2,14,-6,2,4,1,0,2
